Compound activity deposited in PubChem by several laboratories.
Rad51 HR inh = Rad51 (human) homologous recombination inhibition | actives 0.085% (n = 200,000) | AID 1385 | hRad51 DNA strand exchange, fluorescence dequenching | inhibition, % at 10 µM;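 active = inhibition above 40% at the single screening dose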;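 also: 0% = DMSO control wells and 100% = blanks with heterologous ssDNA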
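Material: hRad51 filaments on single-stranded DNA; Reagent: Donor/quencher-labelled 47-bp dsDNA substrate; Compound: 10 µM final, single point; Schedule: 37 °C 15-min filament assembly, 30-min compound preincubation, 15-min exchange; Technique: FRET fluorescence, excitation 485 nm, emission 520 nm; Benchmarks: control wells and blank wells on each plate.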
14-3-3 Bad inh = disrupts binding of bovine 14-3-3 zeta to phospho-Bad peptide; P63103; TR-FRET 14-3-3zeta/Dy647-pBad peptide displacement, 1 h; inhibition, % at 21.7 µM; actives 0.71% (n = 220,000);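 active = inhibition above about 70%, limit read from the data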;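 also: 0% = full 14-3-3 plus peptide FRET controls and 100% = background without 14-3-3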
Target sequence (P63103 whole entry, looked up): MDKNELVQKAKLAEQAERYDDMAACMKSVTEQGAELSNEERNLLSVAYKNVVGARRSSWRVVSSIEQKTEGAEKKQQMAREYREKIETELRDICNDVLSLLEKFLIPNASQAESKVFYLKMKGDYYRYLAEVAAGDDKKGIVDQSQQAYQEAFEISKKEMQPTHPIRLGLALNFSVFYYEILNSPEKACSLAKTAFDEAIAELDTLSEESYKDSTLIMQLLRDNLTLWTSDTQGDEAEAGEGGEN
eIF4E 4G PPI = blocks eIF4E binding to eIF4G | TR-FRET eIF4E-eIF4GI(517-606) binding, 2 h | AID 782 | inhibition, % at 21.7 µM | P63073+Q04637 | actives 0.37% (n = 220,000);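 active = inhibition above about 30%, limit read from the data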;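 also: 0% = full FRET control wells and 100% = background wells lacking eIF4GI fragment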
TbHK1 inh = T. brucei hexokinase 1 inhibition; recombinant TbHK1, G6PDH-coupled NADH A340; actives 0.11% (n = 220,000); inhibition, % at 10 µM; AID 1430;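 active = inhibition of 50% or more in the single-dose primary screen; inactive = inhibition below 50%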
zVAD death inh = L929 zVAD cell death inhibition | actives 0.38% (n = 220,000) | AID 1377 | L929 zVAD necroptosis rescue, ATP luminescence, 24 h; with zVAD 60 µM | viability rescue, % at 10 µM;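 active = activation, scaled between plate controls, above about 75%, limit read from the data; inactive = activation under that limit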;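 also: 0% = zVAD with DMSO and 100% = DMSO alone without zVAD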
EP2 mod = EP2 receptor (human) modulation; P43116; EP2-expressing cells, cAMP HTRF FRET, PGE2 co-stimulation; induction, % at 25 µM; actives 0.83% (n = 260,000); AID 940;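 active = compounds whose cAMP rise, as percent of the full-agonist control response, exceeds 60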;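 also: rat C6 glioma line stably carrying human EP2 under a CMV promoter; the protocol text gives 20 µM as final concentration; 100% = response of wells given 1 µM PGE2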
m-calpain inh = inhibitors of pig calpain II; purified calpain II, fluorogenic peptide substrate, 30 min; inhibition, % at 16 µM; actives 0.37% (n = 220,000);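 active = inhibition above about 50%, limit read from the data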
Hck Nef HTS = human Hck-Nef kinase inhibition; P08631; Recombinant Hck-YEEI plus Nef, Z-Lyte FRET kinase assay; inhibition, % at 20 µM; actives 0.68% (n = 220,000); AID 463187;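 active = Hck-Nef kinase inhibition above about 50%, limit read from the data; inactive = inhibition below that limit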;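 also: 0% = DMSO with Hck plus Nef and 100% = Hck alone without Nef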
Target sequence (P08631 whole entry, looked up): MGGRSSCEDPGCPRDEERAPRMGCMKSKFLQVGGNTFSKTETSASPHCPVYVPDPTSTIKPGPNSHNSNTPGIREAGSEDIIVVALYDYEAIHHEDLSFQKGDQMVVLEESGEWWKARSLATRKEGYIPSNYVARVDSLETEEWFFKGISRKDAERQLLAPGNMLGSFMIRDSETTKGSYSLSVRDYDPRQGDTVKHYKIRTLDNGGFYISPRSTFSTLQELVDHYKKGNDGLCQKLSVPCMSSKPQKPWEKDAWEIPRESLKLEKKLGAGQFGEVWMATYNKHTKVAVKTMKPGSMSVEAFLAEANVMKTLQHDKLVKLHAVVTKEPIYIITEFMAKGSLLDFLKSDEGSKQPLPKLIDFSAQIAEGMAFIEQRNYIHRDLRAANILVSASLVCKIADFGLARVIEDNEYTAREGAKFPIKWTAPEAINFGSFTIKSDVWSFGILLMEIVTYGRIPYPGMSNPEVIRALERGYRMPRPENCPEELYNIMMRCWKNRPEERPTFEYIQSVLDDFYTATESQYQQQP
PGE2 EP2 inh = inhibitors of human EP2 prostaglandin E2 receptor; P43116; C6 glioma cells expressing human EP2, cAMP TR-FRET; cells stimulated with saturating PGE2; inhibition, % at 25 µM; actives 0.52% (n = 260,000); AID 1422;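 active = percent inhibition above 40 after rounding to a whole number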;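 also: rat C6 glioma host cells with rolipram phosphodiesterase inhibitor present; the protocol text gives 20 µM as final concentration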
* hit, by the source's call; . = no result given; & = joins results of further samples; [ ] = another dose, or the depositor's remark.

Molecule | zVAD death inh | Hck Nef HTS | eIF4E 4G PPI | m-calpain inh | PGE2 EP2 inh | EP2 mod | 14-3-3 Bad inh | Rad51 HR inh | TbHK1 inh
CCSc1cc(Cl)nc(N)n1 | 0.5 | 9 | 1 | 4 | 2 | 6 | 1 | -3 | -8
Fc1ccc2c(Cl)c(-c3nnc(-c4cccs4)o3)sc2c1 | 3.0 | 1 | -9 | -228 | 9&5 | 16&-4 | 4 | 2 | -11
CCOc1ccc(N2CC(C(=O)Nc3ccccc3N3CCOCC3)CC2=O)cc1 (stereo not given) | 0.4 | 0 | -2 | 15 | 11 | -28 | 10[fluorescence artefact?] | 0 | -2
CN1CCN(C(=O)/C(=C/c2ccc(F)cc2)c2ccsc2)CC1 | -1.6 | 16 | 0 | 1 | 7 | -11 | -3 | -7 | -11
COc1ccc(C2(CCN)CC(C)N(C)CC2C)cc1 (stereo not given) | 0.5 | 5 | -17 | -20 | 9 | -5 | 30 | 0 | 26
COCCNC(=O)C(c1ccccc1)N(C(=O)Cn1nnc2ccccc21)c1cccnc1 (stereo not given) | 0.0 | -1 | 0[fluorescence artefact?] | -6 | 10 | 39 | 8[fluorescence artefact?] | 0 | 4
Cc1oc2ncnc(N)c2c1C | 0.4 | 6 | 3 | -20 | 7&13 | -2&-26 | -5 | -10 | 20
CCCNC(=O)COc1ccc(S(=O)(=O)Nc2ccc(C)cc2)cc1 | -0.3 | 1 | -3 | 19 | 9 | -21 | 1 | 3 | 4
O=C(NCC1CCCO1)C(=O)N/N=C/c1cc(Cl)ccc1O (stereo not given) | 0.0 | 13 | -3 | 8 | 8 | -6 | -6 | 2 | -9
Cc1ccc(NC(=O)CCSc2nnc(-c3ccco3)o2)cc1 | 1.7 | 0 | -1 | -32 | 8 | -15 | -10[fluorescence artefact?] | 1 | 6
N/C(=N\OC(=O)c1ccco1)c1ccccn1 | 5.9 | 44 | 1 | -1 | 6 | 8 | -2 | -6 | 2
CCc1ccccc1NC(=O)CSc1nc(-c2ccccc2)nn1C(=O)c1cccc([N+](=O)[O-])c1 | 0.0 | 3 | -7 | 11 | 3 | 0 | -1 | 8 | 0
CCn1cc(Cl)c(C(=O)NNC(=O)CCn2cc([N+](=O)[O-])cn2)n1 | -0.7 | 7 | 15 | -1 | 7 | 8 | 7[fluorescence artefact?] | 10 | -1
O=C(NCc1c(Cl)cccc1Oc1ccccc1)c1ccccc1 | 0.8 | 10 | 4 | -7 | 10 | 63* | 2 | -2 | -6
Cc1ccc(C)c(NC(=O)CN(C)S(=O)(=O)c2ccccc2)c1 | -1.2 | 6 | -8 | -9 | 3 | 1 | -3 | -6 | 0
COc1cccc(-c2nn(-c3ccccc3)cc2CN(C)Cc2c(C)nc3ccccn23)c1 | -0.5 | 14 | 4 | -8 | 12 | 7 | 4 | -24 | -35
Cc1cccc(Oc2ccc(NC(=O)C3CC=CCC3C(=O)O)cc2)c1 (stereo not given) | 1.5 | 2 | -4 | 23 | 3 | -12 | -4 | -20 | 13
COc1cc(NC(=O)C2=C(N3CCOCC3)/C(=C/c3ccc(Cl)cc3)CC2)cc(OC)c1OC | 1.0 | -1 | -3 | -59 | 9 | -6 | -3 | 3 | -16
Cc1cc(C)nc(/N=C(\NC(=O)C(C)(C)C)Nc2ccc(F)cc2)n1 | -0.4 | 14 | -2 | -15 | 7 | 18 | -2 | . | -12
CCOC(=O)N1CCC(NC(=O)c2cc(C(=O)NC3CCCC3)ccc2CO)CC1 | 2.5 | 17 | 1 | 7 | 12 | 3 | -3 | 0 | 0
O=C(CNCc1ccc(Cl)cc1)Nc1ccc2c(c1)OCCO2 | -0.7 | -28 | 0 | 26 | 3 | -32 | 30 | 5 | 8
CC(=O)c1sc(NC(=O)COc2ccccc2)nc1C | 1.6 | -15 | -2 | 21 | 19 | 21 | -4 | 2 | -21
c1csc(CN2CCOCC2)c1 | -0.2 | 2 | 2 | 24 | 0 | 4 | 83* | 2 | -5
O=C1C2C3C=CC(C3)C2C(=O)N1CCCCCCN1C(=O)C2C3C=CC(C3)C2C1=O (stereo not given) | 0.5 | 20 | -1 | -16 | 14 | -43 | -8 | -3 | -3
Cc1ccc(NC(=O)CCNC(=O)c2ccc([N+](=O)[O-])cc2)cc1S(=O)(=O)N(C)C | 5.2 | -30 | 3 | -32 | 13 | 0 | 0 | -2 | -9
Cc1ccc(S(=O)(=O)N2CCCCC2)cc1NC(=O)COc1ccccc1F | 2.1 | 0 | 2 | -2 | 1 | -32 | -16 | 14 | 2
N#C/C(=C\c1cccs1)C(=O)N1CCOCC1 | 0.9 | 9 | 5 | 1 | 7 | 13 | 2 | 4 | -56
O=C(O)C1CC(c2ccccc2)=Nc2ccccc2S1 (stereo not given) | -0.1 | 9 | 0 | 11 | 10 | -7 | -4 | -11 | -4
COc1cc(NC(=O)COC(=O)CNC(=O)c2ccc(C)s2)cc(OC)c1 | 3.4 | 21 | 4 | -19 | -1 | 7 | -18 | 2 | 5
CC(C)CC(=O)Nc1ccccc1N1CCN(c2ccc(F)cc2)CC1 | 0.8 | 14 | -1 | 32 | 6 | 35 | 3 | 7 | 13
CC(C)NC(=O)NNc1c(Cl)cncc1Cl | 0.7 | 13 | -1 | 3 | 7 | 16 | 4 | 14 | -8
CCOc1ccc(C2=Nn3c(nnc3-c3ccco3)SC2)cc1 | 0.0 | 0 | -1 | -1 | 2 | 44 | -5 | 7 | -2
COc1ccccc1C(=O)Nc1nnc(-c2ccc(F)cc2)o1 | 1.4 | 3 | -7 | 1 | 8 | 4 | 0 | 0 | -4
Cc1ccc2cc(C#N)c(SCC(=O)NCc3ccco3)nc2c1 | 0.2 | 2 | -3 | 18 | 13&18 | 0&7 | -14 | -2 | 3
CCOC(=O)c1ccccc1NC(=O)Cn1cnc2c(nnn2-c2ccc(C)cc2)c1=O | 1.7 | 1 | 50* | 9 | 8 | 1 | 12 | 1 | -5
CCOC(=O)Cc1csc(NC(=O)CSc2nncn2C)n1 | 0.2 | 3 | -4[fluorescence artefact?] | 16 | 9 | 25 | -3 | 5 | -1
OCCC1CN(Cc2cnc(N3CCOCC3)s2)CCN1C1CCCC1 (stereo not given) | 0.2 | 11 | 1 | -20 | 5 | -14 | -4 | . | -16
CC(C)OC(=O)CSc1nnc(Cc2ccccc2)n1CC1CCCO1 (stereo not given) | -0.1 | -20 | -3 | 10 | 8 | 3 | 0 | -7 | 6
CC(C(=O)Nc1ccc2c(c1)OCCO2)n1nnc(-c2ccccc2)n1 (stereo not given) | 0.1 | 2 | -1 | -29 | 3 | -39 | -15 | 26 | -5
CSc1ccc(/C=N/NC(=O)c2sccc2C)cc1 | 1.8 | 0 | 14 | -20 | 6 | 0 | -14 | 0 | 2
O=C(Cn1nnc(-c2ccccc2NC(=O)c2ccccc2)n1)Nc1ccc2c(c1)OCCO2 | 1.7 | 3 | -26 | -139 | 5 | -16 | 25[fluorescence artefact?] | -1 | -10
O=C(c1ccco1)N1CCN(S(=O)(=O)c2ccc(S(=O)(=O)NC3CCCC3)cc2)CC1 | -0.2 | 3 | -4 | -14 | 7 | 34 | -9 | 8 | -2
Cc1ccc(S(=O)(=O)/N=C2/NC(=O)/C(=C/c3ccncc3)S2)cc1 | 1.2 | -2 | 1 | -11 | 8 | 0 | 16 | 4 | -30
O=C(Nc1c(Cl)cc(Cl)cc1C(=O)NCCN1CCOCC1)c1ccc(Cl)cc1Cl | . | -9 | 1[fluorescence artefact?] | 23 | 3 | -15 | -7[fluorescence artefact?] | -3 | -4
Cn1c(/C(C#N)=C(\O)COc2ccc3ccccc3c2)nc2ccccc21 | 0.9 | -2 | -15 | -22 | 18 | 5 | -6 | 7 | -4
Cc1cc(C)cc(NC(=S)Nc2cccc3cnccc23)c1 | 0.6 | 26 | -3 | -8 | 5 | -76 | -17 | -4 | -5
c1ccc(CCNc2ncnc3sccc23)nc1 | 1.2 | 18 | -1 | -11 | 3 | -33 | -9 | 5 | 4
Cn1c(SCc2nc(-c3ccc(Cl)cc3)no2)nnc1-c1ccccc1 | 0.3 | 0 | -4 | 29 | 5 | -1 | -1 | 1 | 4

Random excerpt: 3 entries already listed.
Molecule | zVAD death inh | Hck Nef HTS | eIF4E 4G PPI | m-calpain inh | PGE2 EP2 inh | EP2 mod | 14-3-3 Bad inh | Rad51 HR inh | TbHK1 inh
O=C(Cn1nnc(-c2ccccc2NC(=O)c2ccccc2)n1)Nc1ccc2c(c1)OCCO2 | 1.7 | 3 | -26 | -139 | 5 | -16 | 25[fluorescence artefact?] | -1 | -10
Cn1c(SCc2nc(-c3ccc(Cl)cc3)no2)nnc1-c1ccccc1 | 0.3 | 0 | -4 | 29 | 5 | -1 | -1 | 1 | 4
Cc1ccc(S(=O)(=O)/N=C2/NC(=O)/C(=C/c3ccncc3)S2)cc1 | 1.2 | -2 | 1 | -11 | 8 | 0 | 16 | 4 | -30

(continued)
Molecule | zVAD death inh | Hck Nef HTS | eIF4E 4G PPI | m-calpain inh | PGE2 EP2 inh | EP2 mod | 14-3-3 Bad inh | Rad51 HR inh | TbHK1 inh
COc1ccc(C2=NCC(CSc3nccc(=O)[nH]3)S2)cc1 (stereo not given) | -0.3 | 0 | 5 | -24 | 5 | 13 | -2 | 2 | -10
COc1ccccc1N(C)S(=O)(=O)c1ccc(Cl)c(C(=O)N2CCC(C(N)=O)CC2)c1 | 1.8 | 28 | -4 | -5 | 1 | -8 | -5 | 8 | -6
CC1CCCN(CC(=O)Nc2ccc(S(=O)(=O)NC3CCCCC3)cc2)C1 (stereo not given) | 0.9 | 1 | 3 | -20 | 11 | 31 | 2 | 4 | 3
O=C(O)c1cccc(Cn2c(Cl)c(/C=N/Nc3ccccc3)sc2=O)c1 | 2.0 | 16 | 0 | 42 | 8 | -55 | 3 | -80 | -5
Cc1cc(NCCN2CCOCC2)n2nc(C)c(-c3ccccc3)c2n1 | -0.1 | 3 | 1 | -30 | 10 | -3 | -1 | 11 | -16
Cc1cc(C(=O)CSc2nc(N)cc(=O)[nH]2)c(C)n1-c1cccc(F)c1 | -0.5 | 0 | 3 | -36 | 9 | 11 | -1 | -17 | -6
COc1cc(C2NC(=O)NC(C)=C2C(=O)Nc2cccc(C)c2C)cc(OC)c1OC (stereo not given) | -0.4 | 0 | -5 | -17 | 6 | 8 | 3 | 0 | 6
O=C(CN(CC1CCCO1)C(=O)CNS(=O)(=O)c1ccc(Cl)cc1)NCC1CCCO1 (stereo not given) | -0.2 | 4 | 1 | 6 | 8 | 32 | -7[fluorescence artefact?] | -5 | 4
CC1=CC(=C(C#N)C#N)C=C(C)N1CCN1CCN(C(=O)Nc2ccc(Cl)c(Cl)c2)CC1 | 0.6 | 6 | 17 | -40 | 4 | 14 | 28 | 7 | 10
CC(C)CNCC(=O)N1c2ccccc2Sc2ccccc21 | 1.2 | 4 | 0 | 19 | 13 | 8 | 49 | 2 | 0
COc1ccc(NC(=S)N2CCC(N(C)CC3CCCO3)CC2)cc1Cl (stereo not given) | 0.1 | 1 | -6 | 2 | 11 | -19 | -12 | 2 | 16
O=C(COC(=O)c1cc2c(s1)CCC2)Nc1ccc(F)cc1 | -0.7 | 4 | 17 | -23 | 9 | -13 | 13[fluorescence artefact?] | . | 13

Only part of the results is shown; the hit share may differ from the screen's.
